Assay outcomes from PubChem BioAssay.
IL1B secr inh – blocks inflammasome-driven IL-1 beta release | THP-1 LPS/ATP IL-1B secretion, AlphaLISA, 16 h; stronger effect = lower value | activity change, % at 57.5 µM | actives 4.7% (n = 360,000) | AID 743279; in the data active = activity change below about -50%; inconclusive = mostly about -30% to -49%; note: % is set by controls: 0 for no effect and ±100 for the full control effect
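THP-1 cells pretreated 1 hr with compounds (up to 57.5 uM final), then stimulated with LPS (250 ng/mL final) plus ATP (1.25 mM final); secreted IL-1B measured by AlphaLISA after 16 hr, decreased signal indicating inhibition.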
HepG2 tox – counter-screen for TGF-b inhibitors: cytotoxicity in HepG2 cells | HepG2 CAGA-GFP viability, ATP luminescence, 18 h | Potency, µM (top dose mostly 46.1 µM), for inactives: top-dose activity change, negative = cytotoxicity, hits mostly cytotoxic | actives 0.76% (n = 410,000); note: potency is the fitted concentration of half-maximal effect; some results filed as inactive show a strong effect at the top dose
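CellTiter-Glo luminescence gave cytotoxicity after 18 hours at 37 degrees C. The cells were HepG2 CAGA-GFP in 1% FBS DMEM, stimulated with 500 pg/mL TGF-beta after compound addition. %Activity was normalised to no-cell wells (complete cell-killing) and DMSO (no toxicity), and curves were fitted and classified.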
HT1080NT lethal – kills 2HG-producing HT-1080-NT fibrosarcoma cells. HT-1080-NT fibrosarcoma viability, CellTiter-Glo ATP luminescence, 48 h. Potency, µM (titrated, usually from 46.1 µM), for inactives: top-dose activity, negative = less viability, usual class: cytotoxic. actives 1.6% (n = 360,000). AID 686970;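 note: NT is the 2HG producing partner of a matched IDH1 knockdown line; potency is the fitted concentration of half-maximal effect; 0% = DMSO-treated cells and -100% = media-only wells without cells; nearly all actives have a fitted effect of over 55% in size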
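Fibrosarcoma NT cells, 750 per well in 5% FBS RPMI, were exposed to compound for 48 hours. Viability: CellTiter-Glo luminescence.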
ATXN2 expr inh – reduces ATXN2 reporter expression in HEK-293 cells; AID 1745845; actives 0.72% (n = 360,000); Potency, µM (doses to about 57 µM), for inactives: top-dose activity change, negative = inhibition, actives largely listed as inhibitors; HEK-293 ATXN2-luciferase reporter, luminescence, 24 h; note: potency is the fitted concentration of half-maximal effect; % is set by controls: 0 for no effect and ±100 for the full control effect; nearly all actives have a fitted effect of over 55% in size
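qHTS (up to 57 uM final) was run with 24 h compound exposure of reporter cells at 37 °C. Each well was multiplexed: SteadyGlo luminescence measured ATXN2-luciferase expression after a fluorogenic Gly-Phe-AFC viability readout (25 uM final).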
KB-3-1 cytotox – kills parental KB-3-1 adenocarcinoma cells. KB-3-1 viability, CellTiter-Glo ATP luminescence, 72 h. Potency, µM (highest dose often 46.1 µM), for inactives: at the top dose activity change, negative = cytotoxic, hits mostly cytotoxic. actives 1.4% (n = 400,000); note: potency is the fitted concentration of half-maximal effect; % is set by controls: 0 for no effect and ±100 for the full control effect; nearly all actives have a fitted effect of over 60% in size
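Screening of KB-3-1 cells (DMEM, 10% FBS, phenol-red free) ran from lowest to highest compound concentration; after 72 h at 37 °C viability was read luminescently and curves fitted.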
MCF10A rerep – inducers of DNA re-replication in MCF 10A breast cells. MCF 10A DNA re-replication, Hoechst nuclear intensity, 48 h. Potency, µM (doses to about 46.1 µM), for the others: at the highest dose activity, positive = re-replication, hits mostly activators. actives 2.9% (n = 350,000). AID 624296; note: potency is the fitted concentration of half-maximal effect; % of control where 0% means no effect; nearly all actives have a fitted effect of over 50% in size
HT1080 IDH1KD tx – HT-1080 IDH1 knockdown cell toxicity (counter line); HT-1080 IDH1 knockdown viability, ATP luminescence, 48 h; Potency, µM (top dose mostly 46.1 µM), for the others: at the highest dose activity, negative = toxicity, hits mostly cytotoxic; actives 2% (n = 360,000);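 note: potency is the fitted concentration of half-maximal effect; 0% = DMSO wells and -100% = cell-free medium wells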
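IDH1KD HT-1080 cells, 750/well, RPMI + 5% FBS; compound pinned after 2 h settling; 48 h, 37 °C; CellTiter-Glo luminescence; % activity normalised to DMSO and no-cell wells; curves fitted, classed by r2 and efficacy.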
S2 tox – reduces viability in counter-screen for ATXN expression inhibitors. actives 0.49% (n = 400,000). Potency, µM (titrated, usually from 56.7 µM), most hits filed as cytotoxic. S2 cells (HEK-293 line with an ATXN2-luciferase reporter) viability, CellTiter-Fluor protease fluorescence, 24 h; note: potency is the fitted concentration of half-maximal effect; nearly all actives have a fitted effect of over 40% in size
SW480 rerep – DNA re-replication induction in SW480 cells; Potency, µM (top dose mostly 46.1 µM), without a hit: top-dose re-replication activation, most hits filed as activators; actives 1.8% (n = 340,000); SW480 DNA re-replication, Hoechst DNA content imaging, 48 h; note: potency is the fitted concentration of half-maximal effect; % of control where 0% means no effect; nearly all actives have a fitted effect of over 55% in size
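Treated cells incubate 48 hr (37 C, 5% CO2), are stained 40 min with Hoechst, and nuclear fluorescence is enumerated; a rise in nuclei with high DNA signal marks re-replication.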
Starred values were filed as active, the others as inactive; i = inactive; ? = inconclusive; nt = no result given; [ ] = dose if it differs, or a comment. Unless noted, calls come from the whole dose curve; as a rule, active = well fitted curve in the direction sought with a large enough effect; inconclusive = small, poorly fitted or top-dose-only effect, or another doubt; inactive = no such curve, though single readings can be large; an effect the other way counts as inactive or inconclusive.

SMILES | IL1B secr inh | HepG2 tox | HT1080NT lethal | ATXN2 expr inh | KB-3-1 cytotox | MCF10A rerep | HT1080 IDH1KD tx | S2 tox | SW480 rerep
Oc1ccc(/C=N/Nc2ncnc3nc[nH]c23)cc1 | 49 | -6% | -2% | nt | -14% | 1% | -14% | i | -5%
COc1cccc(-n2c(=O)c3sccc3n(CC(=O)NC3CCCCC3)c2=O)c1 | 89 | -32% | 15% | -7% | -3% | 0% | 13% | i | -14%
Cc1ccc2nc(NC(=O)Cc3cccs3)sc2c1 | -8 | -20% | -2%[9.24 µM] | 57%[activator] | -16% | 21% | ? | i | -1%
Cc1ccc(C(=O)O[C@H](C(=O)O)[C@H](OC(=O)c2ccc(C)cc2)C(=O)O)cc1 | 53 | 1% | 11% | -23% | 5% | 12% | 4% | i | 1%
Nc1ccc2c(c1)C(O)c1cccc(C(=O)O)c1-2 (stereo not given) | 7 | -2% | 11% | 0% | 19% | 0% | 3% | i | -1%
Cc1ccc(S(=O)(=O)NCC(=O)NC2CC2)cc1 | 5 | 3% | 4% | 14% | 5% | 1% | 3% | i | -10%
CCNC(=O)C1CCCN(C(=O)c2ccc3c(c2)CCO3)CC1 (stereo not given) | 7 | -1% | 24% | 9% | 0% | nt | 8% | i | nt
OCCNc1nc(Nc2cc(Cl)ccc2OC2CCCC2)nc(N2CCCC2)n1 | nt | -42% | nt | 1% | 9% | 22% | nt | ? | 1%
CC(C)(C)C(=O)Nc1nnc(COc2ccc(Cl)cc2)s1 | -9 | 0% | -26% | 14% | -4% | 11% | ? | i | -3%
Cc1ccnc(NC(=O)c2cccc(S(=O)(=O)N3CCOCC3)c2)c1 | -7 | -4% | -5% | 27% | 3% | 0% | -1% | i | 1%
CCOCCCNC(=O)C1CCCN1C(=O)NC1CCCCC1 (stereo not given) | 18 | 3% | 6% | 0% | 10% | 9% | 16% | ? | -1%
O=C(CCN1C(=O)C2C3CCC(C3)C2C1=O)Nc1ccccc1Cl (stereo not given) | 9 | 2% | 2% | -4% | nt | 23% | -1% | i | 0%
NC(=O)C1CCCN(C(=O)c2cccc(S(=O)(=O)N3CCCCCC3)c2)C1 (stereo not given) | 10 | 0% | 1%[9.24 µM] | 9% | ? | 0% | 2% | i | 12%
CCC(=O)Nc1ccccc1C(=O)OCC(=O)Nc1ccc(S(N)(=O)=O)cc1 | 28 | 20% | 0% | -8% | 23% | -1% | 7% | i | -6%
CC(C)c1ccc(O)c(NC(=O)c2cncc(Br)c2)c1 | 24 | -28% | 15% | nt | 3% | 10% | 5% | nt | -17%
COc1cccc(-c2c(-c3cc(OC)cc(OC)c3)n(C)c3ccc(-c4ccc(OC)nc4)cc23)c1 | 14 | 1% | 0% | -5% | -30% | 3% | 16% | i | -18%[9.22 µM]
CC1CCC2(CC1)NC(=O)N(CC(=O)Nc1ccc3[nH]c(=O)[nH]c3c1)C2=O (stereo not given) | -1 | -15% | 13% | -18% | 2% | 0% | 18% | i | -121%[inhibitor]
CC(Oc1ccc(F)cc1)C(=O)Nc1cccc(-c2nn[nH]n2)c1 (stereo not given) | -7 | -1% | 20% | 8% | 17% | 0% | 18% | i | -15%
Cc1nn(-c2ccccc2)c(Cl)c1/C=N/NC(=O)CNC(=O)c1ccccc1Cl | 2 | -37% | -4% | 8% | -19% | ? | -4% | i | ?
O=[N+]([O-])c1cc(CS(=O)(=O)Oc2ccc(Cl)cc2)c(O)c([N+](=O)[O-])c1 | 13 | 2% | 16% | -13% | 8% | -2% | 4% | ? | -10%
COc1ccc(-c2ccc(C(c3c(C)[nH][nH]c3=O)c3c(C)[nH][nH]c3=O)o2)c([N+](=O)[O-])c1 | -74* | -43% | 8.2µM* | ? | ? | 21µM* | 26µM* | i | ?
CC1(c2nnc(-c3ccc(Cl)cc3)o2)CC(c2c(Cl)cccc2Cl)=NO1 (stereo not given) | -15 | -18% | 2% | 2% | 9% | ? | 7% | i | -3%
Cc1ccccc1OCCC(=O)Nc1ccc(S(=O)(=O)N2CCCC2)cc1 | 23 | -39% | -15% | nt | -9% | nt | -21% | ? | nt
COc1ccc([C@@H]2C[C@@H](c3ccccc3)Oc3cc(OC)c(OC)c(OC)c32)cc1 | -11 | -5% | 0% | 5% | 9% | 1.2µM* | 3% | i | -4%
COc1ccc(OC)c(NC(=O)c2cnn(-c3ccccc3)c2C)c1 | 27 | -11% | 9% | 10% | 0% | 0% | 20% | i | -6%
SMILES | IL1B secr inh | HepG2 tox | HT1080NT lethal | ATXN2 expr inh | KB-3-1 cytotox | MCF10A rerep | HT1080 IDH1KD tx | S2 tox | SW480 rerep
CCOC(=O)c1nnn(-c2ccccc2)c1C | -20 | -15% | -6% | 25% | -4% | 3% | -8% | i | 6%
CSc1n[nH]c(=O)n1-c1ccc(Cl)cc1 | 16 | 3% | 4% | -12% | 15% | 0% | 2% | i | -4%
CCOC(=O)N(Cc1ccccc1)C(C(=O)O)C(C(=O)O)N(Cc1ccccc1)C(=O)OCC (stereo not given) | -9 | -1% | 3% | 12% | -5% | -3% | -4%[9.24 µM] | i | 15%
COc1ccc2c(C)c(CCC(=O)NCc3ccc(C)cc3)c(=O)oc2c1 | nt | -2% | nt | -2% | 9% | nt | nt | i | nt
Cc1cc2c(ncn2C)c(NS(=O)(=O)c2ccc(Cl)cc2)c1C | -5 | -12% | -4% | -8% | 18% | 9% | -19% | i | 6%
NC(=O)COC(=O)c1sc2ccccc2c1Cl | 1 | 1% | 6% | -5% | -3% | 1% | -3% | i | -4%
CCc1ccc(C(=O)CC2(O)C(=O)N(CCc3ccccc3)c3ccc(Br)cc32)cc1 (stereo not given) | nt | 14µM* | nt | ? | 6% | nt | nt | i | nt
Cc1ccc(NC(=O)CN2CCC(NC(=O)C3CCCCC3)CC2)c(Br)c1 | -5 | -16% | -3% | nt | -12% | -2% | 9% | i | -7%
CCOCCCNc1ccc(-c2ccccc2)nn1 | 7 | 0% | 10% | 23% | 1% | 11% | 10% | i | -8%
CCOC(=O)c1sc(NC(=O)c2ccc(S(=O)(=O)N3CCCCC3)cc2)nc1-c1ccccc1 | -2 | 12% | 11% | -23% | 0% | -6% | 12% | i | -3%
CC(C)Cn1c(-c2cccc(Br)c2)nc2ccccc21 | nt | -40% | nt | -22% | 7% | nt | nt | ? | nt
O=C(O)COc1ccc(S(=O)(=O)N2CCCC2)cc1 | 33 | -3% | 1% | -3% | 2% | -12% | 0% | i | -31%
CC(=O)CCC1C2C(O)C(C(C)C)C(OC(=O)/C=C/c3ccccc3)CC12C (stereo not given) | 8 | -8% | 1% | -15% | -25% | 18% | -15% | i | 5%
COc1ccc(-c2cn3cccnc3n2)cc1F | -7 | 1% | -10% | 23% | 18% | -1% | 10% | i | 1%
Cc1cccc(NC(=O)c2nc[nH]c2C(=O)NCC(=O)OC(C)(C)C)c1 | 0 | -30% | -25% | -20% | -6% | 5% | -15% | i | -4%
O=C(Nc1ccc(Cl)cc1C(=O)N1CCCC1)c1cccc([N+](=O)[O-])c1 | 23 | -3% | 5% | -4% | -4% | 2% | 10% | i | 2%
CC(C)c1ccc(CN(C)CC(O)c2ccccc2)cc1 (stereo not given) | 0 | -30% | 12% | nt | 14% | 4% | 1% | i | 1%
COc1ccc(CN(C(=O)Cc2c[nH]c3ccccc23)C(C(=O)NC2CCCCC2)c2ccc(C)o2)cc1 (stereo not given) | -59* | -30% | -13% | nt | ? | ? | ? | nt | 12%
CCCC(=O)Nc1ccc2oc(-c3cccnc3)nc2c1 | ? | 1% | ? | 24% | -1% | -6% | 20% | i | -13%
COc1cccc(CC(=O)N2CCCC(CCC(=O)N3CCN(c4ccccn4)CC3)C2)c1 (stereo not given) | -8 | -1% | 0% | -19% | -9% | 23% | -22% | i | 2%
Cc1ccc(Cl)cc1-n1ncc2c(NCCC3=CCCCC3)ncnc21 | nt | -41% | nt | ? | -3% | nt | nt | ? | nt
Cc1ccc(NC(=O)c2nc[nH]c2C(=O)N[C@H](C)c2ccccc2)cc1 | ? | -64% | -20% | ? | ? | ? | -18% | ? | 1%[9.22 µM]
Cc1cc(N2C(=O)C(O)=C(C(=O)c3ccco3)C2c2ccc(O)cc2)no1 (stereo not given) | 14 | -24% | 27% | 1% | 3% | 1% | -5% | i | -3%
O=C(O)CCCC(=O)Nc1cccc2cccnc12 | 24 | -2% | 4% | -5% | -6% | 0% | 1% | i | -1%
COc1cccc(CN2C(=O)CCC2(C)C(=O)NC2CCCC2)c1 (stereo not given) | -13 | -4% | 15% | -3% | -1% | 0% | 14% | i | ?
SMILES | IL1B secr inh | HepG2 tox | HT1080NT lethal | ATXN2 expr inh | KB-3-1 cytotox | MCF10A rerep | HT1080 IDH1KD tx | S2 tox | SW480 rerep
O=C(CC1N=C2c3ccccc3N=C(SCC(=O)Nc3ccccc3F)N2C1=O)NCc1cccs1 (stereo not given) | nt | -38% | nt | 24% | 0% | nt | nt | i | nt
CCOc1ccc(/C=C(\C#N)c2nc(-c3cc4ccccc4oc3=O)cs2)c(OCC)c1 | nt | 4% | nt | 1% | 5% | nt | nt | i | nt
O=C(CNC(=O)C1CC1)Nc1ccc(F)c(F)c1F | -10 | 4% | 0% | -12% | 0% | -3% | 10% | ? | -9%
COC(=O)C1=C(C)NC(=O)/C1=C\c1cc(C)n(-c2ccccc2)c1C | ? | -3% | -13% | 45%[activator] | 0% | ? | -12% | ? | ?
CCn1cc(C(=O)NCC(=O)NCCCN2CCOCC2)c(=O)c2cc3c(cc21)OCO3 | -4 | 2% | 13% | 4% | 7% | -1% | 14% | i | 19%
COc1ccccc1CNS(=O)(=O)c1ccc2c(c1)NC(=O)CS2 | 7 | -13% | 4% | -7% | 12% | 0% | -1% | i | 0%
CC1CCCCN1CC(=O)Nc1ccc(Oc2ccccc2)cc1 (stereo not given) | -10 | -35% | -20% | -5% | 0% | ? | -21% | i | -8%
